APJ antag – antagonists of human APJ apelin receptor; P35414; inhibition, % at 20 µM; hit rate 0.32% among 330,000; CHO-K1 APJ beta-arrestin complementation, luminescence;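 active = inhibition above about 40% at 20 µM, limit read from the data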;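 also: cells challenged with 10 nM apelin-13 agonist together with compound; plate controls were apelin-13 plus DMSO wells for no effect and DMSO wells lacking apelin-13 for full effect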
Target sequence (P35414 whole entry, looked up): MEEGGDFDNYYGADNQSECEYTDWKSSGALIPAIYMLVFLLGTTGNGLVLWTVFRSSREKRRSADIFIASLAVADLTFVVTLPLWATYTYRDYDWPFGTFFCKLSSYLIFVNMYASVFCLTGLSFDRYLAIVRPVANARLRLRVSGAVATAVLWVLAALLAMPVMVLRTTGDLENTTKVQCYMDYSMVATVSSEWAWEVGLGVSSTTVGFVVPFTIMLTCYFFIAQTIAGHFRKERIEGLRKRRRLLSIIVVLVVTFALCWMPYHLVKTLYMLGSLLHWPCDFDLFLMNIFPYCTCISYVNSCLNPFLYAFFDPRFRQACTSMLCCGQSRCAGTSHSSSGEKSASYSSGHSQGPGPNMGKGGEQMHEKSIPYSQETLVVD
tim23-1 inh – tim23-1 yeast growth inhibition | S. cerevisiae tim23-1 growth, BacTiter-Glo luminescence, 24 h | inhibition, % at 20 µM | hit rate 1.3% among 330,000 | AID 463212;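 active = growth inhibition of the mutant yeast at or above 50%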;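 also: temperature-sensitive mutant grown at 25 °C; plate controls were DMSO-treated mutant yeast for no effect and medium wells lacking yeast for full effect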
UPR CHOP act – apoptotic UPR (CHOP) activation | CHO-CHOP luciferase reporter, luminescence; percent of tunicamycin response over DMSO baseline | activation, % at 10 µM | hit rate 0.34% among 330,000 | AID 449763;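 active = at 10 µM dose, activation of 40% or more, normalized to positive control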;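 also: 100% = tunicamycin at 10 µg/mL and 0% = DMSO alone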
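Test system: CHO CHOP reporter cells. Input: 500 CHO-CHOP cells per well. Medium: F12 with 10% FBS. Technique: luciferase luminescence. Measure: percent activation relative to tunicamycin control. Dosing: 10 µM compound, 0.5% DMSO. Timing: 16-18 h cell attachment, then 6 h compound exposure, 37 °C.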
TIM10 inh – growth inhibitors of TIM10 yeast strain; S. cerevisiae TIM10 strain growth, BacTiter-Glo luminescence, 24 h; inhibition, % at 10 µM; hit rate 1.4% among 330,000;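 active = inhibition of 40% or more at the single tested concentration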;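 also: wild-type TIM10 isogenic control strain grown at permissive 25 °C; 0% = DMSO yeast wells and 100% = minimal medium wells without yeast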
Mdm2 MdmX PPI – human Mdm2/MdmX binding inhibition; O15151+Q00987; SaOS-2 split-luciferase Mdm2/MdmX complementation, luminescence; inhibition, % at 8 µM; hit rate 3% among 330,000;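 active = inhibition of at least 50% at 8 µM in the primary screen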
XBP1 UPR activ – activators of adaptive arm of unfolded protein response (XBP1) | CHO-XBP1 luciferase reporter, IRE1-XBP1 UPR activation, luminescence; percent of tunicamycin response, DMSO as zero | hit rate 0.33% among 330,000 | activation, % at 20 µM;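 active = versus positive control, 20 µM dose yields 30% or more activation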;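 also: 100% = tunicamycin at 10 µg/mL and 0% = DMSO only wells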
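Material: CHO cell line with stable XBP1 luciferase reporter; buffer or medium: F12 medium containing 10% fetal bovine serum; compound: single point, 20 µM final compound, 1% DMSO; incubation: 6 h treatment, 37 °C; measured by: glow luminescence from Steady-Glo reagent; evaluation: activation, % of tunicamycin; control set: tunicamycin high, DMSO low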
APJ agonist – activates the human apelin receptor APJ. hit rate 0.11% among 330,000. AID 2520. P35414. activation, % at 20 µM. CHO-K1 APJ PathHunter beta-arrestin, luminescence; 0% DMSO wells, 100% apelin;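 active = activation more than six SD over the plate average, tested at 20 µM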;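 also: 0% = DMSO alone and 100% = apelin-13 at 10 nM; some results filed as inactive read as strong as hits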
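Assay system: CHO-K1 cells stably expressing ProLink-tagged human APJ and arrestin–beta-gal acceptor. Compound dosing: 20 µM single point, 1% DMSO. Times: 16-18 h seeding, 90 min dark compound exposure, 60 min detection. Detection: beta-gal luminescence. Evaluation: APJ–arrestin association signal. Controls: negative DMSO alone, positive Apelin-13 at 10 nM.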
tim10-1 inh – growth inhibitors of tim10-1 mutant yeast; S. cerevisiae tim10-1 ts strain growth, BacTiter-Glo, 24 h; inhibition, % at 20 µM; hit rate 2.2% among 330,000;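 active = inhibition of at least 40%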;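 also: mutant grown at 25 °C; 0% = DMSO wells with yeast and 100% = wells holding no yeast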
CXCR6 inh – blocks human CXCR6 beta-arrestin recruitment | hit rate 0.36% among 360,000 | AID 602244 | inhibition, % at 20 µM | O00574 | CHO-K1 PathHunter CXCR6 beta-arrestin, luminescence; in the data active = inhibition above about 34%, passing the limit was not always enough;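 also: antagonist mode with CXCL16 agonist at 10 nM final; 0% = 10 nM CXCL16 with DMSO and 100% = unstimulated wells without agonist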
Target sequence (O00574 whole entry, looked up): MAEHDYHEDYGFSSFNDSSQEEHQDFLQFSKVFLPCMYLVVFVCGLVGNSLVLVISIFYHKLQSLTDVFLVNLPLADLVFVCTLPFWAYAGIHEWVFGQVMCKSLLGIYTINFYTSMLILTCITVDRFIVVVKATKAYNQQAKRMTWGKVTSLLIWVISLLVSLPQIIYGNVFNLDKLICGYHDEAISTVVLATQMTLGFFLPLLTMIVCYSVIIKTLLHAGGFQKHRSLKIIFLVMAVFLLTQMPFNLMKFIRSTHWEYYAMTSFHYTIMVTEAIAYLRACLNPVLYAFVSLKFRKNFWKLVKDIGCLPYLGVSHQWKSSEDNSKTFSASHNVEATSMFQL
An asterisk follows results filed as active. This is a subset; the hit share may differ from the screen's.

no.	Structure	APJ antag	tim23-1 inh	UPR CHOP act	TIM10 inh	Mdm2 MdmX PPI
1	Cc1ccc(C(C(=O)NCc2ccco2)N(C(=O)CNC(=O)c2cccs2)c2ccc(C)cc2)cc1 (stereo unspecified)	12	6	-1.6	2	-5
2	CCC(C)NC(=S)Nc1ccc2nc(N3CCOCC3)cc(C)c2c1 (stereo unspecified)	15	16	-0.9	-5	3
3	CCOc1ccc(-n2ccc(=O)c(C(=O)Nc3ccc(S(=O)(=O)Nc4nccs4)cc3)n2)cc1	-1	-7	-0.6	-8	22
4	CN(CC(=O)Nc1ccc(F)cc1)C(=O)c1cccc(S(=O)(=O)N2CCN(c3ccccc3)CC2)c1	-8	16	4.0	15	17
5	C1=C(c2cc3ccccc3cn2)CCCC1	13	35	6.8	2	-31
6	O=C(Nc1ccc(C(F)(F)F)cc1-c1ccccc1)c1ccccc1	11	4	2.1	1	1
7	CC(=O)c1ccc(OCC(O)CN2CC(C)OC(C)C2)cc1 (stereo unspecified)	-9	-12	-0.5	-7	15
8	Nc1nc(SCC(=O)Nc2ccc3c(c2)OCO3)n[nH]1	2	-8	-1.2	-11	14
9	CN(C)CCCNC(=O)c1cc2c3ccccc3n(C)c2s1	13	18	0.1	-7	17
10	O=C(COc1ccccc1[N+](=O)[O-])Nc1ccccc1N1CCCC1	16	17	-1.3	2	9

no.	XBP1 UPR activ	APJ agonist	tim10-1 inh	CXCR6 inh
1	-3	3	-5	8
2	-1	-2	9	-12
3	-4	1	-11	5
4	-6	6	12	5
5	2	-5	1	-15
6	-2	-4	9	1
7	-3	-2	-4	-1
8	-2	-3	22	-7
9	-1	-1	17	3
10	-5	-3	27	8

Following part:
no.	Structure	APJ antag	tim23-1 inh	UPR CHOP act	TIM10 inh	Mdm2 MdmX PPI
11	COc1cc(NC(=O)CCCn2c(=S)[nH]c3ccccc3c2=O)cc(OC)c1OC	-4	21	-1.6	14	-18
12	O=C(Nc1ccc(S(=O)(=O)Nc2ccc(F)cc2)cc1)c1ccc(CN2CCOCC2)cc1	-10	-1	-0.3	-1	32
13	COc1cc2cc(CN(CCN3CCOCC3)C(=O)Nc3ccc(F)cc3)c(=O)[nH]c2cc1OC	21	5	0.4	9	3
14	CCC1=Nc2cc(C(=O)NCCCN3CCN(C)CC3)ccc2Sc2ccccc21	25	-9	1.6	-7	19
15	CCc1ccc(C(=O)Nc2cc(S(=O)(=O)N3CCOCC3)ccc2N2CCOCC2)cc1	4	2	-0.9	9	33
16	O=c1[nH]c(=S)[nH]c2nc(-c3ccccc3)cnc12	3	2	-0.1	-13	12
17	O=C(Nc1ncc([N+](=O)[O-])s1)C1CCN(S(=O)(=O)c2cnc[nH]2)CC1	31	4	2.6	12	12
18	O=C1c2ccccc2C(=O)N1CCC(O)C[N+](=O)[O-] (stereo unspecified)	14	20	0.9	-8	7
19	COc1cc(/C=N/Nc2ccc(C(=O)O)cc2)ccc1O	0	15	-5.4	2	-41
20	OC(COc1ccc2ccccc2c1)CN1CCN(c2ccc(F)cc2)CC1 (stereo unspecified)	5	15	0.6	18	24

no.	XBP1 UPR activ	APJ agonist	tim10-1 inh	CXCR6 inh
11	-2	1	15	3
12	-1	3	11	1
13	0	-2	4	5
14	-4	-1	4	9
15	2	-1	1	8
16	1	3	5	4
17	3	-5	13	19
18	-4	-1	25	-6
19	-4	1	11	-2
20	-1	-3	-3	-11

Carrying on.
no.	Structure	APJ antag	tim23-1 inh	UPR CHOP act	TIM10 inh	Mdm2 MdmX PPI
21	Cc1ccc(C(=O)NC(=O)CSc2nncn2C)cc1	-2	1	0.0	-3	-3
22	O=c1ncn(-c2cccc(F)c2)c2ncccc12	-5	-2	-2.9	-16	6
23	O=c1ccnc2n1COCS2	-18	-15	0.5	-19	0
24	OC(COc1ccc2c(c1)CCC2)Cn1cnc2ccccc21 (stereo unspecified)	-1	15	4.8	2	-8
25	N/C(=N\OC(=O)c1ccc(=O)n(Cc2ccccc2)c1)c1ccccn1	-16	24	5.0	15	21
26	O=C(C/C=N\OCc1ccc([N+](=O)[O-])cc1)Nc1ccc(Cl)cc1	-1	25	-2.0	-5	12
27	CCCc1[nH]n(-c2ccc(F)cc2)c(=O)c1C=Nc1ccc(C)cc1	-10	7	0.7	-15	12
28	CN1CCSc2ccc(C(=O)Nc3ccc(Cl)cc3)cc21	10	4	4.5	8	-63
29	Cc1ccc(CN2C(=O)CSc3ccc(C(=O)NC4CC4)cc32)cc1	-23	13	0.2	10	20
30	Cc1noc(C(=O)NCc2ccco2)c1Cl	14	16	1.2	-2	20

no.	XBP1 UPR activ	APJ agonist	tim10-1 inh	CXCR6 inh
21	-5	-3	6	-8
22	3	-2	14	0
23	-5	-1	-23	-2
24	-1	0	11	-10
25	4	4	28	-5
26	-4	1	36	1
27	1	6	19	1
28	2	-2	-6	-12
29	-1	1	4	-1
30	-1	-4	4	0

Other entries.
no.	Structure	APJ antag	tim23-1 inh	UPR CHOP act	TIM10 inh	Mdm2 MdmX PPI
31	COC(=O)C1=C(O)CSC1=Nc1ccccc1	3	20	0.6	8	18
32	Cc1c(C(=O)NNS(=O)(=O)c2ccccc2Cl)sc(=S)n1C	-2	6	3.2	-12	4
33	O=C1/C(=C/c2ccc([N+](=O)[O-])cc2)CCC1C1CCCC1 (stereo unspecified)	6	15	6.1	23	-3
34	NS(=O)(=O)c1ccc(N/N=C/c2cn(-c3ccccc3)nc2-c2cccs2)c([N+](=O)[O-])c1	4	6	27	36	96*
35	O=C(c1ccncc1)N1N=C(C2CCCCC2)CC1(O)C(F)(F)F (stereo unspecified)	-3	25	-0.9	30	15
36	Cc1ccc(C(=O)Nc2ccc(NC(=O)c3ccco3)c(C)c2)cc1	-3	0	5.1	-21	1
37	Cc1cccnc1NC(=S)NC(=O)c1cncc(Br)c1	1	3	3.6	4	-39
38	O=C(CCS(=O)(=O)Cc1ccccc1F)NCCCN1CCCCC1	14	-9	-1.6	-11	20
39	COC(=O)c1cc(=O)n(CCc2ccccc2)c(=Nc2ccc(F)cc2)s1	12	17	5.9	-4	28
40	COc1ccc(N2CCN(CCNC(=O)Nc3ccc(C)cc3Cl)CC2)cc1	10	7	0.1	11	-11

no.	XBP1 UPR activ	APJ agonist	tim10-1 inh	CXCR6 inh
31	-2	0	15	-11
32	0	1	9	-13
33	0	-1	3	-2
34	57*	1	14	25
35	2	-1	23	7
36	0	-3	-49	-4
37	3	-4	20	13
38	-4	-4	-3	8
39	5	-2	10	10
40	-2	-1	-1	1

Two entries drawn at random from the list so far:
no.	Structure	APJ antag	tim23-1 inh	UPR CHOP act	TIM10 inh	Mdm2 MdmX PPI
34	NS(=O)(=O)c1ccc(N/N=C/c2cn(-c3ccccc3)nc2-c2cccs2)c([N+](=O)[O-])c1	4	6	27	36	96*
35	O=C(c1ccncc1)N1N=C(C2CCCCC2)CC1(O)C(F)(F)F (stereo unspecified)	-3	25	-0.9	30	15

no.	XBP1 UPR activ	APJ agonist	tim10-1 inh	CXCR6 inh
34	57*	1	14	25
35	2	-1	23	7

Next part:
no.	Structure	APJ antag	tim23-1 inh	UPR CHOP act	TIM10 inh	Mdm2 MdmX PPI
41	CSc1cccc(NC(=O)CN(Cc2ccc(Cl)cc2)S(C)(=O)=O)c1	-14	29	-0.8	29	-3
42	Cc1cccc(NC(=O)CCN2C(=O)c3ccccc3C2=O)c1	-10	28	0.8	11	0
43	COc1ccccc1NC(=O)c1ccc(NC(=O)CN2CCCCC2)cc1	1	14	-1.7	-2	29
44	COC(=O)c1sc(S(=O)(=O)Nc2ccc(C)cc2)c(C(=O)OC)c1C	6	22	-1.3	22	3
45	COc1cccc(Nc2nc3cc(OC)ccc3cc2C#N)c1	0	-1	0.1	0	14
46	Cc1ccccc1C(=O)NNC(=S)NC(=O)COc1ccccc1	20	-17	-1.9	13	21
47	O=C(c1cc(-c2ccccn2)nc2c(Cl)cccc12)N1CCN(S(=O)(=O)c2ccccc2)CC1	6	13	2.4	36	-17
48	O=[N+]([O-])c1ccc(S(=O)(=O)N2CCN(Cc3ccco3)CC2)cc1	-16	10	-1.2	-17	12
49	O=C(CCc1c[nH]c2ccccc12)Nc1ncccc1O	-19	4	0.2	4	-1
50	CCc1nnc(NC(=O)CCS(=O)(=O)Cc2ccccc2)s1	5	6	0.2	9	46

no.	XBP1 UPR activ	APJ agonist	tim10-1 inh	CXCR6 inh
41	-1	-2	22	4
42	-6	0	-2	6
43	-5	-4	2	0
44	1	0	21	4
45	0	-2	9	-2
46	-4	-2	28	24
47	3	1	14	-16
48	-2	3	17	-14
49	-1	1	-6	8
50	-2	1	8	-6

(list continues)
no.	Structure	APJ antag	tim23-1 inh	UPR CHOP act	TIM10 inh	Mdm2 MdmX PPI
51	Cc1ccc(S(=O)(=O)N2CCN(c3ccccc3)CC2)cc1C	-11	14	-1.0	12	-5
52	CC1CCCN(c2nc3c(c(=O)n(C)c(=O)n3C)n2CCSc2nc3ccccc3s2)C1 (stereo unspecified)	6	35	-0.1	21	-10
53	CCCCc1nnc(NC(=O)C2CCN(c3ncnc4sc(C)c(C)c34)CC2)s1	-13	14	1.8	6	-17
54	Cc1cccc(NC(=O)C2c3ccccc3C(=O)N3CCc4ccccc4C23)n1 (stereo unspecified)	-20	35	2.0	16	-36
55	CCCc1cc(NC(=O)COC(=O)c2nccnc2N)n(-c2ccccc2)n1	-9	16	2.2	0	-9
56	CCOC(=O)C1CCN(C(=O)c2ccc3c(=O)n4nc(Nc5cc(C)ccc5C)sc4nc3c2)CC1	14	20	-1.2	12	38
57	Oc1cccc2ccc(N3CCOCC3)nc12	15	1	4.9	17	16
58	COc1ccc(/C=N/N2CCN(Cc3ccc(C)cc3)CC2)cc1Br	-2	24	-0.3	-1	7

no.	XBP1 UPR activ	APJ agonist	tim10-1 inh	CXCR6 inh
51	-8	0	-2	8
52	-1	-3	25	8
53	-2	-3	23	3
54	-1	3	18	0
55	-1	-2	3	-10
56	-3	1	25	3
57	-2	-3	-9	-6
58	-5	3	-5	-4

Entries of single compounds, quoted from the list.
Results for COc1ccc(/C=N/N2CCN(Cc3ccc(C)cc3)CC2)cc1Br : APJ antag: -2; tim23-1 inh: 24; UPR CHOP act: -0.3; TIM10 inh: -1; Mdm2 MdmX PPI: 7; XBP1 UPR activ: -5; APJ agonist: 3; tim10-1 inh: -5; CXCR6 inh: -4
Results for CC1CCCN(c2nc3c(c(=O)n(C)c(=O)n3C)n2CCSc2nc3ccccc3s2)C1 (stereo unspecified) : APJ antag: 6; tim23-1 inh: 35; UPR CHOP act: -0.1; TIM10 inh: 21; Mdm2 MdmX PPI: -10; XBP1 UPR activ: -1; APJ agonist: -3; tim10-1 inh: 25; CXCR6 inh: 8
Results for Cc1ccc(S(=O)(=O)N2CCN(c3ccccc3)CC2)cc1C : APJ antag: -11; tim23-1 inh: 14; UPR CHOP act: -1.0; TIM10 inh: 12; Mdm2 MdmX PPI: -5; XBP1 UPR activ: -8; APJ agonist: 0; tim10-1 inh: -2; CXCR6 inh: 8
